Screening data as filed in PubChem BioAssay.
Xi reactivation = activators of inactive X chromosome reactivation, primary screen, imaging, XiGFP fibroblasts, GFP high-content imaging, set 2; XiGFP mouse fibroblasts, % GFP-positive cells imaging, 3 d; cells co-treated with 5-aza-dC sensitizer; scaled so ellipticine positive control = 100%; 360,000 compounds, 0.055% hits; activation, % at 7.58 µM; AID 743238, 2013;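 active = mean normalized replicate activation at least 10% and every replicate at or above 10%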;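 also: 0% = median of on-plate neutral control wells and 100% = ellipticine 6 µM median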
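Material: XiGFP fibroblasts, SV40-immortalized. Buffer or medium: DMEM plus 5-aza-dC sensitizer. Compound: single concentration per compound, delivered by pin transfer. Times: 3 days compound exposure. Controls: ellipticine 6 µM.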
S100A4 MyoIIA = inhibitors of S100A4-myosin IIA peptide binding, primary screen, biochemical, fluorescence polarization, TAMRA-MyoIIA peptide | inhibition, % at 10.7 µM | AID 652163, 2013 | 360,000 compounds, 0.14% hits;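 active = mean inhibition of at least 70% across replicates, with every replicate also reaching that level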
Target sequence (P26447 whole entry, looked up): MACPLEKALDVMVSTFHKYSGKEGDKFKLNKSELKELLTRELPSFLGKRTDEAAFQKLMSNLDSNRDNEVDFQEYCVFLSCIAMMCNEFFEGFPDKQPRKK
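assay system = human S100A4 monomer with TAMRA-labelled myosin IIA peptide | also added = labelled myosin peptide probe, 5 nM | incubation = 5 min between mix addition and reading | control set = DMSO and TFP controls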
PGC1a acetyl inh = inhibitors of PGC1a acetylation signal, primary screen, cell-based, U2OS, AlphaScreen, inhibitor mode; inhibition, % at 15.6 µM; AID 651687, 2012; 350,000 compounds, 0.17% hits; AlphaScreen anti-acetyl-lysine; with virally co-expressed GCN5 acetyltransferase;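 active = every replicate shows inhibition of at least 40%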;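 also: 0% = neutral control wells and 100% = positive control wells; some results beyond the cut were filed as inactive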
Cneo AK release = Cryptococcus neoformans cell lysis inducers, primary screen, AK release luminescence, single concentration | C. neoformans lysis, adenylate kinase release luminescence, 4 h; normalised: neutral wells 0, clomiphene wells 100 | 360,000 compounds, 0.2% hits | AID 651654, 2012 | lysis activity, % at 15 µM;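 active = mean lysis activity across replicates of at least 80%, whatever share of replicates individually reach that level; inactive = mean lysis activity below 80%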
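Schedule: static 4 h at 37 °C with compound, 1 h detection; system: C. neoformans cells; benchmarks: Clomiphene as positive control; buffer or medium: fresh YPD medium; measure: luminescence rise reflecting yeast cell lysis; measured by: luminescent adenylate kinase detection reagent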
Statin myotox sup = suppressors of statin myotoxicity in C2C12 myotubes, primary screen, cell-based, single point, plate reader; C2C12 myotubes + simvastatin, ATP luminescence, 48 h; scaled: DMSO 0, geranylgeraniol control 100; rescue of ATP level, % at 7.49 µM; 330,000 compounds, 0.78% hits;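 active = mean ATP rescue above about 67%, or every replicate alone reaching that limit, limit read from the data, passing the limit was not always enough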;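 also: myotubes were challenged with 10 µM simvastatin during compound exposure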
LGR2 inh = inhibitors of bursicon-induced LGR2 CRE-luciferase signal, primary screen, cell-based, HEK293, CRE-luciferase reporter, bursicon stimulation; inhibition, % at 9.99 µM; bursicon-stimulated, 4 h; 380,000 compounds, 0.35% hits; AID 720647, 2013; Drosophila bursicon receptor LGR2 (rickets);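 active = drop in luminescence signal, shown as inhibition above about 50% in the replicate tests, limit read from the data, passing the limit was not always enough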;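 also: agonist challenge used bursicon conditioned medium at about half maximal strength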
ERAP1 HTS inh = human ERAP1 aminopeptidase inhibitors, primary screen, biochemical, single point, plate reader; 340,000 compounds, 0.15% hits; inhibition, % at 10.7 µM; Endoplasmic reticulum aminopeptidase 1 (Homo sapiens), Q9NZ08; AID 652197, 2013; recombinant ERAP1, Leu-AMC fluorescence, 60 min;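 active = mean replicate inhibition of at least 30%, or all replicates individually reaching that 30% level; inactive = mean below 30% and not every replicate reaching it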;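 also: 0% = neutral control wells and 100% = L-leucinethiol positive control wells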
SIRT5 inh = SIRT5 desuccinylase inhibitors, primary screen, biochemical, fluorescence imaging, single point, set 5; Purified SirT5, succinyl-peptide AMC, trypsin-coupled fluorescence; inhibition, % at 15 µM; 330,000 compounds, 1.1% hits; in the data active = inhibition above about 15%
Target sequence (Q9NXA8 whole entry, looked up): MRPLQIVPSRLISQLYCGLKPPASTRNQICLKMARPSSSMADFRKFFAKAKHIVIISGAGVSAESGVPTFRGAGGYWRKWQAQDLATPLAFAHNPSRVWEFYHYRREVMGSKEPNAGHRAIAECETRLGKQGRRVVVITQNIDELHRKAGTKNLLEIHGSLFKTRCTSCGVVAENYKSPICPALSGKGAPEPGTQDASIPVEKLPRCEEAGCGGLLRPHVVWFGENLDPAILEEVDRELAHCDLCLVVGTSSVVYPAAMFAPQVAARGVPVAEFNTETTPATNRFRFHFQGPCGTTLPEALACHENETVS
* marks the source's active call; other numbers are inactive results; . = not tested or not shown. An excerpt; the hit share may differ from the screen's.

SMILES	Xi reactivation	S100A4 MyoIIA	PGC1a acetyl inh	Cneo AK release	Statin myotox sup	LGR2 inh	ERAP1 HTS inh	SIRT5 inh
CC(C)(O)CNC(=O)Nc1ccc(Cl)c(Cl)c1	0.0	1	4	.	.	.	-1	-5
C[C@@H]1CCCCO[C@@H](CN(C)C(=O)Nc2ccc3c(c2)OCO3)[C@@H](C)CN([C@H](C)CO)C(=O)c2cc(NS(=O)(=O)c3cn(C)cn3)ccc2O1	-1.0	-5	10	3	21	5	-5	-2
O=P(c1ccccc1)(c1ccccc1)c1ccc(O)cc1	0.1	-1	-4	-1	11	12	0	2
C=CCNCc1cc(=O)n2c(-c3ccccc3)csc2n1	0.4	2	-6	0	-1	.	0	-4
COc1ccc(-c2cn3cc(Br)cnc3n2)cc1	0.1	0	1	0	-3	-54	1	-2
COc1cccc(NC(=O)C2COc3ccccc3O2)c1 (stereo unspecified)	-0.1	-5	8	-2	9	-48	-2	2
C[C@@H]1CCCCO[C@H](CN(C)CC2CCCCC2)[C@H](C)CN([C@H](C)CO)C(=O)c2cc(NC(=O)Nc3ccc(C(F)(F)F)cc3)ccc2O1	-0.1	-13	-10	-1	.	.	0	100*
CN(CCC#N)C(=O)COC(=O)c1cc(Cl)cc(Cl)c1N	0.1	-2	0	.	.	20	-11	-17
Cc1noc(C)c1S(=O)(=O)N(C)C[C@@H]1OCc2ccccc2-c2ccccc2C(=O)N([C@@H](C)CO)C[C@@H]1C	0.1	-3	9	-1	.	-12	2	4
Cc1ccsc1C(=O)Nc1ccc(S(=O)(=O)N2CCOCC2)cc1	0.1	-1	-2	2	-7	7	1	-6
CNC(=O)C[C@H]1CC[C@H]2[C@H](COc3ccc(NC(=O)c4ccc(F)cc4)cc3C(=O)N2C)O1	0.1	-18	3	-3	-15	-7	2	2
CC=Cc1ccc2n(c1=O)C[C@H]1[C@H](CO)[C@@H](C(=O)NCCC)N(C(=O)c3cccnc3)[C@@H]21 (mixture of isomers)	0.4	-35	0	.	.	-14	2	-1
O=C1c2ccccc2C(Nc2ccc(S(=O)(=O)N3CCCCCC3)cc2)N1Cc1ccco1 (stereo unspecified)	-0.1	-2	8	-4	-4	-18	-1	-11
CCS(=O)(=O)Nc1ccc2c(c1)C(=O)N(C)C[C@H](OC)[C@@H](C)CN(C(C)=O)[C@@H](C)CO2	-0.7	9	-12	7	8	-11	1	-4
COc1cc(Cc2nccc3cc(OC)c(OC)cc23)c(NC(C)=O)cc1OC	-0.1	-8	.	-1	4	1	-3	-4

The closing 6 compounds of the part above are carried over, then new ones follow:
SMILES	Xi reactivation	S100A4 MyoIIA	PGC1a acetyl inh	Cneo AK release	Statin myotox sup	LGR2 inh	ERAP1 HTS inh	SIRT5 inh
Cc1ccsc1C(=O)Nc1ccc(S(=O)(=O)N2CCOCC2)cc1	0.1	-1	-2	2	-7	7	1	-6
CNC(=O)C[C@H]1CC[C@H]2[C@H](COc3ccc(NC(=O)c4ccc(F)cc4)cc3C(=O)N2C)O1	0.1	-18	3	-3	-15	-7	2	2
CC=Cc1ccc2n(c1=O)C[C@H]1[C@H](CO)[C@@H](C(=O)NCCC)N(C(=O)c3cccnc3)[C@@H]21 (mixture of isomers)	0.4	-35	0	.	.	-14	2	-1
O=C1c2ccccc2C(Nc2ccc(S(=O)(=O)N3CCCCCC3)cc2)N1Cc1ccco1 (stereo unspecified)	-0.1	-2	8	-4	-4	-18	-1	-11
CCS(=O)(=O)Nc1ccc2c(c1)C(=O)N(C)C[C@H](OC)[C@@H](C)CN(C(C)=O)[C@@H](C)CO2	-0.7	9	-12	7	8	-11	1	-4
COc1cc(Cc2nccc3cc(OC)c(OC)cc23)c(NC(C)=O)cc1OC	-0.1	-8	.	-1	4	1	-3	-4
COCCCn1c(=N)c(C(=O)NCC2CCCO2)cc2c(=O)n3cccc(C)c3nc21 (stereo unspecified)	0.2	.	9	0	-4	0	.	.
CSc1ccc(/C=N/NC(=O)c2cc(O)cc(O)c2)cc1	0.0	.	10	-12	1	-48	.	.
COc1ccc2c(CC(=O)Nc3nc(C)cs3)coc2c1	0.0	-2	-15	.	.	-13	1	.
C[C@@H]1CN([C@H](C)CO)C(=O)c2cc(NC(=O)Cc3ccccc3)ccc2O[C@@H]1CN(C)S(=O)(=O)c1cn(C)cn1	0.0	-1	-3	1	-27	-13	2	-2
COc1ccc(NC(=O)CN2CCc3ccccc3C2)cc1S(=O)(=O)N1CCOCC1	0.0	-3	.	.	.	-10	0	.
O=C1CNC(=O)/C(=C\c2ccccc2)N1	0.1	-2	-5	1	11	23	-2	1
CC(C)(C)c1ccc(C(=O)NNc2cc(Cl)cc(Cl)c2)cc1	0.0	-11	-23	.	.	-2	.	.
COc1ccc(-c2c(C)nn3c(N4CCCCCC4)cc(C)nc23)cc1OC	0.5	-1	-3	-4	-15	.	-2	-1
CN(C)c1cccc(C(=O)OCC(=O)N(C)c2ccccc2)c1	0.2	-20	.	-2	-1	-3	9	-26
NS(=O)(=O)c1ccc(NC(=O)COC(=O)/C(=C/c2cccs2)c2cccs2)cc1	0.9	-1	8	1	.	5	.	-1
Fc1ccc(CNc2ccn3nc(-c4ccccc4)cc3n2)cc1	0.2	1	.	-2	-2	.	4	8
COc1cc(-c2noc(C)c2/C=C/c2ccc(C(=O)O)cc2)cc(OC)c1OC	0.0	-1	4	-2	17	-30	42*	7
COc1ccc(C2Nc3ccccc3NC3=C2C(=O)CC(C)(C)C3)cc1 (stereo unspecified)	0.0	-18	13	-2	7	-20	0	3
COc1ccc(NC(=O)CCCn2c(=O)c3sccc3n(Cc3ccccc3)c2=O)cc1	0.0	-3	.	.	.	7	0	-2
O=C1c2ccccc2-c2nc3ccccc3cc21	0.2	-10	1	-4	-9	-38	0	-7
CN(C)S(=O)(=O)N1CCN(C(=O)c2ccccc2Cl)CC1	.	.	2	-1	6	0	.	.
Cc1ccsc1C(=O)OCC(=O)c1ccc(OC(F)F)cc1	0.1	-1	-7	-2	10	-17	2	-3
CSc1ccc(Cl)c(C(=O)Nc2cc(S(=O)(=O)N3CCOCC3)ccc2N2CCOCC2)c1	0.4	1	-4	2	-11	.	1	.
COc1cccc(S(=O)(=O)N2CCCCN3[C@H](C2)[C@@H](c2ccc(-c4cccnc4)cc2)[C@@H]3CO)c1	0.0	0	-1	-1	-30	-16	-1	4
COCCn1nnnc1C(c1ccccn1)N1CCN(c2cccc(C)c2C)CC1 (stereo unspecified)	.	.	-14	-1	2	-10	.	.
CCOC(=O)c1ccccc1NC(=O)CSc1nnnn1C	.	.	2	1	0	9	.	.
NC(=O)CCC(C(=O)O)N1C(=O)C2C3CCC(C3)C2C1=O (stereo unspecified)	0.3	-12	-2	1	2	-10	2	1
O=C(CNc1cccc(S(=O)(=O)N2CCCC2)c1)Nc1ccc(F)c(F)c1	0.0	-5	-3	-2	7	2	0	1
O=C(Cc1ccccn1)NCC[C@@H]1CC[C@@H](NC(=O)CN2CCOCC2)[C@H](CO)O1	-1.1	10	-11	1	5	-3	-4	7
CC=Cc1ccc2n(c1=O)C[C@H]1[C@H](CO)[C@@H](C(=O)N(C)C)[C@@H]2N1CC1CC1 (mixture of isomers)	0.2	1	1	-1	-7	-19	2	-4
Cn1cc(CNCCCn2ncc3ccccc32)c(-c2ccccc2F)n1	0.1	-17	.	.	-30	-1	1	-1
Cc1ccc(C)c(NC(=O)CCc2nnc3ccc(NCc4ccco4)nn23)c1	0.0	-3	-20	-2	6	-8	2	-2
CCN(C(=O)CN1CCN(S(=O)(=O)c2ccccc2C(F)(F)F)CC1)c1c(N)n(Cc2ccccc2)c(=O)[nH]c1=O	0.1	.	0	0	.	-9	.	.
CCc1ccc(NC(=O)CCCOc2cc(=O)n(C)c3ccccc23)cc1	0.1	2	.	-2	-7	5	.	-5
COc1ccccc1C(=O)N1CCN(CCc2ccccc2)CC1	.	.	8	-2	12	10	.	.
Cc1ccc(N(CC(=O)NCc2ccccc2)C(=O)c2csnn2)c(C)c1	0.4	-5	.	0	15	-7	0	-1
N#CCSc1ccsc1C(=O)Nc1ccc(F)cc1	.	.	2	2	-33	-14	.	.
CO[C@@H]1CC[C@@H]2CCN(C)C(=O)[C@@H](C)[C@H](OC)CN(C)C(=O)c3cc(C#N)ccc3OC[C@@H]1O2	0.0	12	0	-2	7	-4	-1	19*
COc1ccc2c3c([nH]c2c1)[C@H](CO)N(C(=O)NC(C)C)CC31CN(C(=O)C2CCCC2)C1	0.1	13	.	.	.	-11	1	-1
CC(C)c1ccc(CNc2nc(NCC3CC3)nc3ccsc23)cc1	-0.1	6	.	5	.	19	4	-5
O=C(CSc1ccc(S(=O)(=O)N2CCCCC2)cn1)Nc1ccccc1Br	-0.1	3	9	.	4	-16	6	2
CCn1c(SC(C)C)nnc1-c1c[nH]c2ccccc12	0.0	1	4	1	-16	21	-5	-2
O=C1C=C(c2cccc3c2Oc2ccccc2S3)C[C@@H](c2ccc(Cl)cc2)C1	0.3	3	.	1	19	-5	-3	.
COc1cc(/C=C/C(=O)N[C@@H](Cc2c[nH]c3ccccc23)C(=O)O)ccc1O	0.2	-1	.	.	.	15	-2	2
C[C@@H]1CN([C@@H](C)CO)C(=O)c2cc(/C=C/c3ccccc3)cnc2O[C@@H]1CN(C)S(=O)(=O)c1cn(C)cn1	-0.7	-2	0	-13	8	0	-1	-21
COc1ccc(OC)c(NC(=O)CCCCCn2nnc3ccccc3c2=O)c1	0.0	-3	0	4	9	1	-8	-1
CN1CCN(NC(=O)Nc2cccc(F)c2)CC1	0.1	-2	3	-1	.	-13	-12	2
CNC(=O)C[C@H]1C(=O)N(c2ccc(OC)cc2)C[C@@H]1C	0.0	2	8	.	0	1	5	2
COc1ccc(CCCNC(=O)C2Cc3c(-c4ccccc4)ccnc3O2)cc1 (stereo unspecified)	-0.1	1	.	0	14	-8	-4	1
Cc1cccc(Nc2nnc(SCC(=O)c3c(N)n(C4CC4)c(=O)[nH]c3=O)s2)c1	0.0	-11	-4	0	-4	16	2	16*
O=C(NCCc1nc2ccccc2[nH]1)/C(=C/c1ccc(F)cc1)NC(=O)c1ccco1	-0.1	-1	.	.	.	5	.	-3
COc1ccc(C#Cc2ccc3c(c2)[C@]2(C(=O)N3)[C@H](c3ccccc3OCCO)N3[C@H](c4ccccc4)[C@H](c4ccccc4)OC(=O)[C@H]3[C@@H]2C(=O)N2CCCCCCC2)cc1	.	-27	-7	16	.	.	-1	1
O=C(Cc1ccncc1)NCC[C@@H]1CC[C@@H](NS(=O)(=O)c2ccccc2Cl)[C@H](CO)O1	0.0	11	-5	-3	-2	27	1	0
N/C(=N\N=C\c1ccco1)SC1CC(=O)N(c2ccccc2)C1=O (stereo unspecified)	0.4	0	25	.	.	-21	5	-6
